Screening data deposited in PubChem by several laboratories.
BoNT A protease: BoNT/A light chain protease inhibitors, primary screen, biochemical, flow cytometry, MLPCN library; inhibition, % at 10 µM; Botulinum neurotoxin type A light chain protease (Clostridium botulinum A str. ATCC 3502); multiplex microsphere protease substrate cleavage; AID 588499, 2011; 360,000 compounds, 0.17% hits; note: plate controls were buffer without enzyme for full effect and enzyme alone for no effect
SSB-PriA inh: inhibitors of Klebsiella pneumoniae PriA binding to SSB C-terminal tail, primary screen, biochemical, AlphaScreen | inhibition, % at 33 µM | AlphaScreen SSBct-PriA binding, biotinylated peptide | 430,000 compounds, 0.6% hits | AID 1272365, 2023; in the data active = inhibition mostly above about 37%, no sharp cut-off; inactive = mostly below about 20%;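 note: plate controls were negative control peptide for no effect and reference peptide for full effect; strong numbers were not always called active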
BoNT F protease: BoNT/F light chain protease inhibitors, primary screen, biochemical, flow cytometry, MLPCN library | 360,000 compounds, 0.22% hits | Botulinum neurotoxin type F light chain protease (Clostridium botulinum) | inhibition, % at 10 µM | Multiplex microsphere protease cleavage assay; in the data active = inhibition above about 35%, passing the limit was not always enough; inconclusive = no clear call, values can overlap the other calls; note: plate controls were buffer without enzyme for full effect and enzyme alone for no effect
Rv3671c protease: Rv3671c serine protease inhibitors, primary screen, biochemical, fluorescence polarization, M. tuberculosis H37Rv; AID 2606, 2010; inhibition, % at 5.96 µM; 320,000 compounds, 0.048% hits; P9WHR9; in the data active = inhibition above about 38%;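 note: extracellular domain of Rv3671c used as enzyme; 0% = enzyme with DMSO and 100% = no enzyme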
Target sequence (P9WHR9 whole entry, looked up, the tested form may be a part): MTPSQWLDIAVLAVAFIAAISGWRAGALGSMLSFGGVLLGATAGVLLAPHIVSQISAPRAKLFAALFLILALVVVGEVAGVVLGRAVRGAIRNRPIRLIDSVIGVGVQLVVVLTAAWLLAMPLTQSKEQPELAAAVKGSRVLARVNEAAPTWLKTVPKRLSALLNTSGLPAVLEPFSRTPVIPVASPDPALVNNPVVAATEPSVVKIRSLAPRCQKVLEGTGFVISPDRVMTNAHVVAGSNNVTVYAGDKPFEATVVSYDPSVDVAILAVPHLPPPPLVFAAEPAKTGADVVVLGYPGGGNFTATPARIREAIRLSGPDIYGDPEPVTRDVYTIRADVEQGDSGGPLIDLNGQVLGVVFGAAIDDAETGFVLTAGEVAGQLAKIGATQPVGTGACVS
MazEF act: activators of E. coli MazEF toxin-antitoxin RNase, primary screen, biochemical, fluorescence, uHTS | activation, % at 20 µM | Endoribonuclease toxin MazF (Escherichia coli (strain K12)), P0AE70 | 350,000 compounds, 0.32% hits | FAM/BHQ RNA-DNA oligo cleavage fluorescence, 5 h; in the data active = activation above about 50%
Target sequence (P0AE70 whole entry, looked up): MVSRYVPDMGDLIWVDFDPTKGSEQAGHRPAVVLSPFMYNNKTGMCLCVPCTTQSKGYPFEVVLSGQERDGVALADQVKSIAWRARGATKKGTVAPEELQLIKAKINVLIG
CCHF vOTU inh: CCHFV vOTU protease inhibitors, primary screen, biochemical, Pep-AMC substrate, fluorescence; 370,000 compounds, 0.55% hits; inhibition, % at 11.5 µM; Crimean-Congo hemorrhagic fever virus L polyprotein viral ovarian tumor (vOTU) protease …; in the data active = inhibition above about 30%; note: 0% = vehicle wells with enzyme and 100% = no enzyme wells
VHR inh abs: VHR1 phosphatase inhibitors, primary screen, biochemical, absorbance, uHTS; recombinant VHR phosphatase, pNPP absorbance; inhibition, % at 13.3 µM; 290,000 compounds, 0.52% hits; in the data active = inhibition above about 50%; note: some compounds called inactive have numbers as strong as hits
Target sequence (P51452 whole entry, looked up): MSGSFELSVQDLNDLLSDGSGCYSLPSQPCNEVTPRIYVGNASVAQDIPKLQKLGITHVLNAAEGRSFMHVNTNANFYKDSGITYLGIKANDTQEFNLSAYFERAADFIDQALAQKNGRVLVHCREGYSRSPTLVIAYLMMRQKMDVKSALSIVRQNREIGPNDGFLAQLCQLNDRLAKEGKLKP
PrPC surface inh: inhibitors of human cell surface prion protein PrPC, primary screen, cell-based, TR-FRET; AID 720596, 2013; inhibition, % at 13.8 µM; Major prion protein (Homo sapiens), P04156; TR-FRET read-out; 370,000 compounds, 0.43% hits; in the data active = inhibition above about 24%; note: 0% = median of the test wells and 100% = reference compound wells
3CLpro inhibitor: SARS-CoV 3CLpro protease inhibitors, primary screen, biochemical, quenched FRET | Replicase polyprotein 1ab (Severe acute respiratory syndrome coronavirus), P0C6X7 | recombinant SARS-CoV 3CLpro, quenched FRET peptide cleavage | AID 1706, 2009 | inhibition, % at 6 µM | 290,000 compounds, 0.14% hits; in the data active = inhibition above about 12%
Anthrax LF prot: Bacillus anthracis LF protease inhibitors, primary screen, biochemical, multiplex microsphere, MLPCN library; inhibition, % at 10 µM; AID 588501, 2011; Lethal factor (Bacillus anthracis), P15917; multiplex microsphere protease cleavage assay; 360,000 compounds, 0.12% hits; note: plate controls were buffer without enzyme for full effect and enzyme alone for no effect
Active calls of the source: *; i = inactive; ? = inconclusive; nt = no result given; & = joins results of further samples. Cut-off read from the data, not from the text of the source, unless noted: active = inhibition above about 30%; inconclusive = no clear call, values can overlap the other calls; inactive = below that.

Values run as follows: VHR inh abs	PrPC surface inh	MazEF act	Rv3671c protease	SSB-PriA inh	3CLpro inhibitor	BoNT A protease	CCHF vOTU inh	Anthrax LF prot	BoNT F protease
> CCCCCCCCCCn1ccc(=N)cc1
→ 17	24	10	-9	-11	1	-6.7	11	-8	?
> Cc1ccc(NC(=O)C/C(N)=N/OC(=O)Nc2ccc(C)c(Cl)c2)cc1
→ nt	3	5	8	nt	nt	-1.1	-3	-16	-12
> Cc1cccc(-n2c(C)nc3ccccc3c2=O)n1
→ -4	4	0	6	-11	-2	0.0	9	-2	-2
> C[C@@H]1C[C@@H]2OC(=O)[C@]3(C)[C@H]2[C@@H](OC3(C)O)[C@]2(C)C(=O)C=C[C@H]12 (some centres undefined)
→ -16	1	4	1	-13	nt	0.2	28	2	7
> COc1cccc(-n2cc(CNCc3c(C(=O)N(C)C)nc4ccc(Cl)cn34)cn2)c1
→ -1	0	3	2	-19	-1	0.4	-4	0	-7
> CCOc1ccc(NC(=S)NNc2ccnc3cc(Cl)ccc23)cc1
→ 23	0	16	4	18	1	2.1	12	-11	-18
> ClCCN(CCCl)c1ccc(C=Cc2ccncn2)cc1
→ nt	-16	-129	nt	-35	nt	0.7	-5	-8	-30
> O=C(N1CCCCC1)N1CCN(S(=O)(=O)c2ccc(Cl)cc2)CC1
→ 8	2	1	-3	-4&1&-4	0	0.2	4	-1	-1
> COc1ccc(NC(=O)c2csc3c2CCCC3)cc1
→ 0	nt	5	-4	-3	0	-1.2	nt	-2	-3
> CCN(CC)S(=O)(=O)c1c(OC)cc(C)c(Cl)c1C
→ -1	-3	-11	16	-25	7	-1.1	10	-3	-7
> Cc1ccc(S(=O)(=O)CCC(=O)Nc2cccc([N+](=O)[O-])c2)cc1
→ 12	-10	0	-6	4	2	0.5	8	2	6
> Cc1ccc(C)c(N2CCN(C(=O)c3csc4ccccc34)CC2)c1
→ 32	2	-5	-17	1	5	-0.8	2	0	0
> O=C1c2ccccc2C(=O)N1Cc1cc(-c2ccccc2Cl)no1
→ 28	0	4	-13	-32	1	0.3	-7	-1	-10
> C/C(CC(=O)Nc1cccc2c1CCCC2)=N\NC(=O)c1cccc2ccccc12
→ -8	7	8	-28	nt	7	-0.1	14	-1	-5
> O=C(CSc1ncnc2c1cnn2-c1ccccc1)Nc1ccc2c(c1)OCO2
→ 38	2	-8	-1	-6	0	-0.4	0	-2	-12
> Cc1ccc(NC2=NC(c3ccc(F)cc3)n3c(nc(C)cc3=O)N2)cc1 (centres undefined)
→ 27	6	8	1	-1	0	-0.1	-11	-6	?
> S=C(NCCc1ccc(Cl)cc1)NCc1ccco1
→ 24	-1	11	-5	-1	-2	1.0	11	0	-5
> CC(=O)N(Cc1ccc(F)cc1)C1=C(NCc2ccccc2)C(=O)c2ccccc2C1=O
→ -20	nt	-5	nt	24	3	2.8	nt	-6	?
> CCOCCCNC(C(=O)Nc1ccc(OC)c(Cl)c1)c1ccccc1 (centres undefined)
→ 17	9	1	-4	-1	3	-0.7	2	1	-6
> CN(/N=C/c1cc(Cl)ccc1O)C1=NS(=O)(=O)c2ccccc21
→ -20	4	6	-2	nt	6	-3.5	10	4	-8
> COc1ccc(-c2cc3n(n2)CCc2nc4ccccc4n2-3)cc1
→ -5	-3	-7	-10	-4	-8	-0.4	-9	2	-11
> O=C(c1cc2ccccc2o1)N1CC=C(c2ccccc2)CC1
→ 22	-3	-7	2	-6	-2	?	8	14	?
> O=C(c1cc(F)c(F)cc1Cl)N1CCN(CCc2ccccc2)CC1
→ -20	-1	-2	1	0	1	1.2	-14	-1	10
> COc1cc(NC(=O)C2CCN(S(=O)(=O)c3ccc(N4CCCC4=O)cc3)CC2)cc(OC)c1
→ -10	-2	7	-5	-3	1	-1.6	-2	0	-6
> O=C(CN1CCCC1)Nc1ccc(Oc2ccc(NC(=O)CN3CCCC3)cc2)cc1
→ 27	-5	2	-4	-6	-5	0.5	-10	-4	-12
> Cc1nc2ccc(Br)cc2c2c1CC(CBr)O2 (centres undefined)
→ 9	23	-9	-2	-22	4	nt	-8	nt	nt
> O=C1CC[C@H](N2C(=O)c3ccccc3C2=O)C(=O)N1
→ nt	-2	-4	1	-9	nt	-1.2	2	-13	-16
> CC(C)c1ccccc1NC(=O)C1CCCN(C(=O)c2ccc(Cl)cc2)C1 (centres undefined)
→ nt	-4	3	nt	-9	nt	1.7	2	-5	15
> C/C=C(\C)C(=O)NCCN1C2=NC[C@@H](Cc3ccccc3)N2C[C@H]1Cc1ccc(O)cc1
→ 25	-1	8	-12	-7	-1	-0.1	1	-4	-31
> O=C(Nc1ccccc1Cl)NC1(C(=O)NCC2CCCO2)CCCCC1 (centres undefined)
→ 8	-2	8	-13	-15	-8	-5.5	2	-8	-24
> CC(C)C(=O)Nc1csc(C(F)(F)F)c1-c1ccccc1
→ 4	-4	0	-5	-8	-2	0.0	4	14	-2
> CCOC(=O)c1ccc(NC(=O)c2c(N)n(C)c(=O)[nH]c2=O)cc1
→ nt	4	29	-9	-25	nt	-0.6	-1	-2	-7
> CCOc1ccc(-n2nc(C(=O)NCCOC)c3ccccc3c2=O)cc1
→ 3	-7	4	-5	-11	-3	-0.1	8	-4	-9
> CCN(CC)CCNC(=O)c1c(O)c2cc(OC)c(OC)cc2[nH]c1=O
→ 22	-1	12	1	-8	-8	-1.5	-5	-2	8
> Cc1cc(OC(=O)c2ccc(Cl)cc2Cl)nc(C)n1
→ 27	2	14	1	-10	-3	-0.7	-8	-6	1
> COc1cccc(CC(=O)Nc2cccc3ccccc23)c1
→ 25	4	4	-14	-1	0	0.9	5	-10	-4
> CC(Oc1ccc2c3c(c(=O)oc2c1)CCCC3)C(=O)NCCCn1ccnc1 (centres undefined)
→ 58*	0	12	-4	7	-2	9.5	1	2	10
> CCOC(=O)C(CC)(CC)/C(C)=N/NC(=O)CC#N
→ 20	-8	-2	0	nt	2	-0.4	6	3	?
> CCOC(=O)N1CCN(Cc2nc3c(c(=O)n(C)c(=O)n3C)n2Cc2cccc(C)c2)CC1
→ 19	3	-2	-4	-6	-2	0.9	11	-1	-1
> CCOC(=O)CCCc1ccc(/C(C)=N/NC(=S)NC)cc1
→ -1	-5	6	-7	nt	1	-0.2	-12	3	1
> CNc1nc(Oc2cccc(NC(C)=O)c2)c2sccc2n1
→ nt	-1	nt	nt	nt	nt	0.1	-15	-4	-7
> Cc1cccc(NS(=O)(=O)c2cccc(C(=O)NNC(=O)c3ccccc3O)c2)c1
→ nt	3	0	11	-10	nt	-0.1	-7	0	-5
> Fc1cccc(Cc2c(-c3ccccc3)nc3c(Cl)cc(C(F)(F)F)cn23)c1
→ nt	8	nt	nt	nt	nt	-0.1	3	2	-8
> COc1cc(/C=N/NC(=O)COc2ccc(-n3cnnn3)cc2)ccc1OCC(N)=O
→ 27	-5	6	-2	i	-5	0.1	1	-11	3
> CCc1cc2c(=O)n(-c3ccccc3)c(SCC(N)=O)nc2s1
→ 16	-1	2	-1	-5	8	-0.5	-7	2	-27
> Cc1cc(F)ccc1NC(=O)C1CCCO1 (centres undefined)
→ 9	-1	8	2	-6	1	-1.1	-8	-5	-6
> CC1CCCCC1NC(=O)COC(=O)c1c2c(nc3ccccc13)/C(=C\c1ccco1)CC2 (centres undefined)
→ nt	0	-16	nt	2	nt	9.8	11	-4	3
> N#Cc1cc(NC2CCCC2)c([N+](=O)[O-])cc1C#N
→ -2	-33	-7	-10	7	-7	-0.5	4	-4	-6
> CC1(C)Oc2ccc(C(=O)N/N=C/c3ccc(O)cc3)cc2NC1=O
→ -29	0	8	-4	nt	-1	0.8	8	1	-2
> COc1ccc(C(=O)COC(=O)c2cccnc2SC)cc1
→ 9	1	-5	0	-3	4	0.1	2	2	-2

Next section, overlapping the part above by two compounds.
Values run as follows: VHR inh abs	PrPC surface inh	MazEF act	Rv3671c protease	SSB-PriA inh	3CLpro inhibitor	BoNT A protease	CCHF vOTU inh	Anthrax LF prot	BoNT F protease
> CC1(C)Oc2ccc(C(=O)N/N=C/c3ccc(O)cc3)cc2NC1=O
→ -29	0	8	-4	nt	-1	0.8	8	1	-2
> COc1ccc(C(=O)COC(=O)c2cccnc2SC)cc1
→ 9	1	-5	0	-3	4	0.1	2	2	-2
> Cc1oc(-c2ccc(Cl)cc2)cc1C(=O)NC1CCN(Cc2ccccc2)CC1
→ 29	-1	6	1	4	-5	0.8	1	12	?
> CCCCN(C(=O)CNC(=O)c1ccco1)C(C(=O)NC1CCCCC1)c1ccc(OC)cc1OC (centres undefined)
→ 18	3	-5	2	-3	-2	0.1	3	1	-6
> Cc1ccc(C(=O)Nc2nc(-c3cc(Cl)sc3Cl)cs2)cc1
→ 27	-5	5	-20	1	2	-0.4	-4	-6	-4
> Cc1ccc(C(=O)O/N=C/c2ccc(N(C)C)cc2)cc1
→ 22	-2	0	-8	nt	-2	-1.4	-13	-11	-20
> CC(C)N(Cc1ccccc1)S(=O)(=O)c1cccs1
→ -20	10	-1	6	-4	2	-3.1	-2	-6	-5
> CSc1cc(-c2ccncc2)nc(-c2ccc(Cl)cc2)c1
→ 18	-1	0	-1	-5	2	2.9	10	-15	25
> O=C(CN1C(=O)CCSc2ccc(S(=O)(=O)N3CCOCC3)cc21)Nc1ccccc1Cl
→ 18	-4	-4	-4	5	-1	0.8	21	-1	-1
> Cc1ccc(S(=O)(=O)/N=C(/Nc2ccc(O)c(C(=O)O)c2)c2ccccc2)cc1
→ nt	-6	-1	-6	nt	nt	nt	14	nt	nt
> C/C(=N\NC(=O)CC#N)c1ccc(Oc2ccccc2)cc1
→ 13	-2	3	-2	nt	1	0.0	-6	-1	4

A portion of the library; rates above refer to the full screens.
